# BCR signal inh: blocks chronic active B-cell receptor signaling. ABC-DLBCL IkBa-CBG/CBR reporter, luminescence ratio, 4 h. Potency, µM (doses to about 46.1 µM), without a hit: top-dose ratio change, negative = lower green/red ratio, hits mostly inhibitors. 0.05% of 340,000 active. AID 493014; active = well fitted inhibition curve with a large enough effect in the signal ratio, with a control signal flat, not every such curve was filed as active; inconclusive = small, poorly fitted or top-dose-only effect, or effect the other way, or a change in a side signal; the % refers to the signal ratio;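 note: potency is the fitted concentration of half-maximal effect; plate controls were basal doxycycline-induced cells for no effect and cells given 10 µM MG132 for full effect; MG132 reads +100%, hits lower the ratio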
#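 TMD8 ABC-DLBCL cells carrying doxycycline-inducible green luciferase fused to IkappaBalpha plus unfused red luciferase were exposed to compounds (up to 46 uM) for 4 hrs at 37C. Activity came from the overlap-corrected green/red luminescence ratio.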
# Mito fusion act: inhibitors of mitochondrial division or activators of mitochondrial fusion | S. cerevisiae fusion-defective mutant growth rescue, CellTiterGlo 48 h | Potency, µM (doses to about 46.1 µM), for inactives: top-dose growth rescue (activation), actives largely listed as activators | 0.23% of 320,000 active | AID 485298;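 note: potency is the fitted concentration of half-maximal effect; % of control where 0% means no effect; nearly all actives have a fitted effect of over 45% in size; temperature-sensitive fusion mutants such as fzo1-1 at 37 °C on non-fermentable ethanol glycerol medium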
#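 Luminescent cell viability in 1536-well qHTS format served as the measure of rescued growth in ts fusion-mutant S. cerevisiae cultured on non-fermentable YPEG for 48 hours at 37C.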
# ASM inhibitor: human S-ASM enzyme inhibition; Potency, µM (top dose mostly 57.5 µM), for the others: top-dose activity change, negative = inhibition, hits mostly inhibitors; P17405; 0.006% of 340,000 active; placental ASM, HMU-PC fluorogenic substrate, 60 min; AID 504937; note: potency is the fitted concentration of half-maximal effect
# Target sequence (P17405 47-631 limits assumed): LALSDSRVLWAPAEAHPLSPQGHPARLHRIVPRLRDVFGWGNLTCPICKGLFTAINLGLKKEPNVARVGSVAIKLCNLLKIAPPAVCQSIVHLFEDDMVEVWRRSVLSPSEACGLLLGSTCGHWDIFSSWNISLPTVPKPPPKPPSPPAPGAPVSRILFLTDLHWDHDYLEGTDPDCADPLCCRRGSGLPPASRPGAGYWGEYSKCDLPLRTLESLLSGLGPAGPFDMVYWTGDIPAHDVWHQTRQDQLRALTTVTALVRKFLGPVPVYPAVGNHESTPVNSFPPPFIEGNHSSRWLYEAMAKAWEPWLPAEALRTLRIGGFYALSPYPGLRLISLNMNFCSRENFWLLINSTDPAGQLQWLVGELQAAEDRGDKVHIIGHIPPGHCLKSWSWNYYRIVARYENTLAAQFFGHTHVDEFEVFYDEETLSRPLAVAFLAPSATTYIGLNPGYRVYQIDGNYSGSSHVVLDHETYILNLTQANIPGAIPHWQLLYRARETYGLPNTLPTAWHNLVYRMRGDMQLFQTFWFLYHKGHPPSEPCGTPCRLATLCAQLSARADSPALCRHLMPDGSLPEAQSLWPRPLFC
#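 Steps: dispense placental human ASM, pin compound, wait 10 min at room temperature, add HMU-PC0 substrate at 9 uM final, incubate 60 min at 37 °C, add stop solution raising pH to 10, read fluorescence.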
# Eya2 inh: Eya2 (human) phosphatase inhibition. recombinant Eya2, OMFP fluorescence dephosphorylation (OMFP is methylfluorescein phosphate). Potency, µM (top dose mostly 76.9 µM), without a hit: top-dose activity, negative = inhibition, hits mostly inhibitors. 0.006% of 330,000 active; note: potency is the fitted concentration of half-maximal effect; % is set by controls: 0 for no effect and ±100 for the full control effect
#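 Eya2 protein (added as 0.2 uM solution) was preincubated with compound for 10 min at ambient temperature in 50 mM HEPES pH 7.5, 50 mM NaCl, 5 uM MgCl2, 0.05% BSA, 1 mM DTT. OMFP (added at 50 uM) then reacted 10 min; fluorescence read at 485/525 nm.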
# ELG1 DNA repair: ELG1-dependent DNA repair inhibition; Potency, µM (top dose mostly 46.1 µM), inactives show at the highest dose activity change, negative = inhibition, usual class: inhibitors; 2.3% of 330,000 active; HEK293T ELG1-luciferase reporter, luminescence, 16 h; DNA damage induced by 5-fluorouridine; note: potency is the fitted concentration of half-maximal effect; % is set by controls: 0 for no effect and ±100 for the full control effect; nearly all actives have a fitted effect of over 55% in size
#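 DMSO vehicle served as the neutral condition. Each well held 2,000 cells given 5-fluorouridine plus compound; after 16 hr at 37 °C/5% CO2, ONE-Glo was added and luciferase measured 30 min later.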
# A-T KAP1 phos: candidate therapy for ataxia-telangiectasia; […] A-T fibroblasts, KAP-1 phosphorylation AlphaLISA; neocarzinostatin DNA damage 30 min before lysis; Potency, µM (titrated, usually from 57.5 µM), inactives show at the top dose activation, usual class: activators; 0.19% of 320,000 active; AID 485349; note: potency is the fitted concentration of half-maximal effect; % of control where 0% means no effect; nearly all actives have a fitted effect of over 45% in size
#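 hTERT-immortalized A-T patient fibroblasts ([…]), 500 cells/well in OPTI-MEM, 1% FBS, got compounds for 60 min, then NCS for 30 min at 37C. Lysates were then assayed for phospho-KAP-1 by AlphaLISA (anti-pKAP1 donor, anti-KAP1 acceptor beads), 6 hr at 25C.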
# PTAP TSG101 blk: blocks PTAP/TSG101 interaction to inhibit HIV-1 budding | Fluorescence polarization, FITC-PTAP peptide / Tsg101 binding | Potency, µM (doses to about 115 µM), for the others: top-dose activity change, negative = inhibition, usual class: inhibitors | 340,000 tested, under 10 active | AID 493005; active = well fitted inhibition curve with a large enough effect in the main read-out, with a control signal flat, not every such curve was filed as active; inconclusive = small, poorly fitted or top-dose-only effect, or effect the other way, or a change in a side signal; inactive = no such curve, though single readings can be large or run the other way; note: potency is the fitted concentration of half-maximal effect; % of control where 0% means no effect
#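 Compounds were pin-transferred onto Tsg101 binding domain (10 uM final) in HEPES pH 7.5 buffer, then FITC-PTAP peptide was added at 50 nM final. After 20 min at RT, polarization reported peptide displacement across a qHTS concentration series.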
# Tb PFK inh: blocks T. brucei phosphofructokinase; 0.17% of 330,000 active; O15648; T. brucei PFK, ADP-Glo luminescence; Potency, µM (highest dose often 57.5 µM), for inactives: at the highest dose activity, negative = inhibition, actives largely listed as inhibitors;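 note: potency is the fitted concentration of half-maximal effect; 0% = uninhibited 1x PFK enzyme wells and -100% = no-enzyme wells; nearly all actives have a fitted effect of over 60% in size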
# Target sequence (O15648 whole entry, looked up): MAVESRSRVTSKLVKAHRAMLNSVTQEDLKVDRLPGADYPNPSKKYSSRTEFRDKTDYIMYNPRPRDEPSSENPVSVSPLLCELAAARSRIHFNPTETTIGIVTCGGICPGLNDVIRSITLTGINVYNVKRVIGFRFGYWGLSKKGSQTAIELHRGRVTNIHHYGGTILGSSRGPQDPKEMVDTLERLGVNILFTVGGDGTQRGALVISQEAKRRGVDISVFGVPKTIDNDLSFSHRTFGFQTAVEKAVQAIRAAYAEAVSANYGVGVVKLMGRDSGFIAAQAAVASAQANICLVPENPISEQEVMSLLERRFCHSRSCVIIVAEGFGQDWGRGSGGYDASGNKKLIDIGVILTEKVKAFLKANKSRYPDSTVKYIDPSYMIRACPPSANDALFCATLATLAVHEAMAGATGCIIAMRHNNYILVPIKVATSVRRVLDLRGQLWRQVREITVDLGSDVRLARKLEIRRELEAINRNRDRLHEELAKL
#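 Activity is normalized to no-enzyme wells (full inhibition) and 1.25 nM enzyme wells (no inhibition). Reaction: 0.5 mM F6P, 0.1 mM ATP, 45 min RT, ADP-Glo luminescence; concentration-response curves fitted and classed by quality.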
# TSHR antag: antagonists of human thyroid stimulating hormone receptor. P16473. 0.2% of 330,000 active. activity change, negative = inhibition, % at 11.5 µM. TSHR-expressing cells, TSH-stimulated cAMP HTRF, 2 h; hits give low values;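 active = activity change below a set negative limit, meaning inhibition stronger than a set level, cut at about -70% in these data; inconclusive = activity change between two set negative limits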; note: % is set by controls: 0 for no effect and ±100 for the full control effect
#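 Freshly harvested TSHR cells receive pin-tooled compound, then EC80 TSH at 4nM final. After 2 hours at 37 deg C, antibody in lysis buffer and cAMP-d2 are added; 30 minutes at ambient temperature precede the HTRF read.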
# Integrin act MD: activates integrin-mediated alleviation for muscular dystrophy; alpha7betagal myoblasts, beta-gal FDG fluorescence, 48 h; Potency, µM (top dose mostly 38.3 µM), for inactives: at the top dose activation, usual class: activators; 0.064% of 350,000 active; AID 624291;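 note: potency is the fitted concentration of half-maximal effect; 100% = response of the positive control SU9516; nearly all actives have a fitted effect of over 60% in size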
#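 Alpha7betagal+/- myoblasts (passage 13) were plated 16-24 hr, then exposed to compounds (1:260 dilution of DMSO stock) for 48 hours at 37C. After MPER lysis, β-galactosidase reporter activity was read as FDG fluorescence (ex 480/em 540) after 30 minutes.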
# TCR activator: activates T cell receptor signaling; primary human leukocytes, anti-CD3, IL-2 HTRF, 48 h; Potency, µM (series often up to 9.22 µM), without a hit: at the top dose activation of IL-2 secretion, most hits filed as activators; 330,000 tested, under 10 active; note: % of control where 0% means no effect
#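 TCR engagement came from a-CD3 beads alone, with compounds added to primary human leukocytes for 48 hr. Secreted IL-2 bridged europium cryptate- and d2-labelled anti-IL-2 antibodies, giving FRET emission at 665nm after 320nm excitation.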
# * marks the source's active call; other numbers are inactive results; ? = inconclusive; nt = no result given; [ ] = another dose, or the depositor's remark. Unless noted, calls come from the whole dose curve; as a rule, active = well fitted curve in the direction sought with a large enough effect; inconclusive = small, poorly fitted or top-dose-only effect, or another doubt; inactive = no such curve, though single readings can be large; an effect the other way counts as inactive or inconclusive.
(1) CCc1ccc2c(c1)C(c1ccc([N+](=O)[O-])cc1)=NNC(c1ccc(Br)cc1)=N2
(2) COCc1cc(/C=N\NC(=O)COc2ccc(Cl)cc2)ccc1OC
(3) CC(=O)Nc1cccc(-c2nnc(SCC(=O)n3c4c(c5ccccc53)CCCC4)n2C)c1
(4) C/C(=N\NC(=O)C(=O)Nc1cccc(Cl)c1C)c1ccncc1
(5) CC(C)=CCC[C@](C)(OC1OC(COC2OCC(O)C(O)C2O)C(O)C(O)C1O)C1CC[C@]2(C)C1C(O)CC1[C@@]3(C)CCC(O[C@@H]4O[C@H](CO)C(O)C(O)C4O[C@@H]4OC(CO)C(O)C(O)C4O)C(C)(C)C3CC[C@]12C (some centres undefined)

Compound	1	2	3	4	5
BCR signal inh	0%	1%	?	-4%	0%
TSHR antag	-5	10	5	-1	5
ELG1 DNA repair	-1%	-8%	-2%	-10%	14%
PTAP TSG101 blk	-3%	1%	-1%	-2%	0%
TCR activator	-1%[46.1 µM]	-22%[46.1 µM]	9%	3%[46.1 µM]	0%
ASM inhibitor	0%	0%	-9%	-1%	0%
Eya2 inh	0%	4%	9%	1%	0%
Mito fusion act	4%	2%	0%	1%	nt
Integrin act MD	-2%	-11%	-3%	3%	22%
A-T KAP1 phos	-1%	-12%	-3%	2%	0%
Tb PFK inh	-3%	-18%	-2%	-3%	13%

(6) CC(=O)N1CCN(S(=O)(=O)c2cccc(C(=O)OCN3C(=O)c4ccccc4C3=O)c2)CC1
(7) Cc1cc2c(c(SCC(=O)Nc3ccc(C)c(C)c3)n1)C(=O)OC2
(8) CCC(CC)NC(=O)Cc1ccccc1OC
(9) Cc1ccc(-c2cc(=O)c3cc(F)ccc3[nH]2)cc1
(10) COc1cc2ncnc(NCc3ccccc3C)c2cc1OC

Compound	6	7	8	9	10
BCR signal inh	3%	-24%	-28%	-1%	?
TSHR antag	14	8	8	8	-11
ELG1 DNA repair	19%	12%	0%	25%	?
PTAP TSG101 blk	-4%	-2%	-2%	-3%	-8%
TCR activator	2%	1%	11%	1%	6%
ASM inhibitor	-2%	-2%	1%	-1%	-1%
Eya2 inh	?	?	8%	6%	16%
Mito fusion act	11%	-11%	-1%	-1%	5%
Integrin act MD	17%	-7%	-8%	-8%	2%
A-T KAP1 phos	8%	1%	1%	16%	-2%
Tb PFK inh	3%	-1%	0%	-1%	-9%

(11) CCCc1cc(C(=O)N2CCN(c3ccccc3C)CC2)cs1
(12) CCOC(=O)c1sc(NC(=O)c2cccs2)nc1C
(13) COC(=O)/C=C1/SC(=NC(=O)c2cccc([N+](=O)[O-])c2)NC1=O
(14) Cc1sc2c(c1C)c(=O)n(-c1ccccc1)c1nncn21
(15) Cc1nnc2ccc(-c3ccc(NS(=O)(=O)c4ccc(Cl)s4)cc3)nn12

Compound	11	12	13	14	15
BCR signal inh	?	-1%	2%	0%	0%
TSHR antag	-10	-5	1	-6	-15
ELG1 DNA repair	-8%	?	0%	?	?
PTAP TSG101 blk	-4%	-8%	-5%	-3%	-1%
TCR activator	5%	0%	-46%	0%	nt
ASM inhibitor	-3%	-1%	-16%	2%	-5%
Eya2 inh	5%	-2%	-2%	-11%	-17%
Mito fusion act	2%	2%	-1%	-1%	11%
Integrin act MD	8%	-9%	-15%	9%[7.66 µM]	39%
A-T KAP1 phos	11%	-1%	8%	-1%	4%
Tb PFK inh	11%	6%	2%	1%	1%

(16) CCn1ncc(C(=O)Nc2cccc(Cl)c2)c1C
(17) Cn1cc(S(=O)(=O)Nc2ccc(OC(F)(F)F)cc2)c(=O)n(C)c1=O
(18) COCCN(C(=O)CNC(=O)c1ccco1)C(C(=O)NC1CCCC1)c1ccccc1F (centres undefined)
(19) COc1ccc(CNC(=O)C2Cc3ccccc3CN2C(=O)c2ccco2)cc1 (centres undefined)
(20) Cc1cc(C)n(/N=C/c2c[nH]c3ccccc23)c(=O)c1

Compound	16	17	18	19	20
BCR signal inh	0%	10%	-1%	-22%	2%
TSHR antag	-14	-29	3	-6	-6
ELG1 DNA repair	?	0%	13%	-7%	24%
PTAP TSG101 blk	-6%	0%	-1%	-4%	-2%
TCR activator	1%[46.1 µM]	5%	3%	0%	-7%
ASM inhibitor	-2%	nt	-1%	0%	6%
Eya2 inh	4%	6%	-11%	-12%	-17%
Mito fusion act	7%	4%	0%	2%	1%
Integrin act MD	7%	3%	-20%	?	30%
A-T KAP1 phos	-1%	13µM*	-4%	-2%	3%
Tb PFK inh	-4%	5%	8%	3%	2%

# In the list so far, 4 have a thiophene ring, fused or not.
(11) CCCc1cc(C(=O)N2CCN(c3ccccc3C)CC2)cs1
(12) CCOC(=O)c1sc(NC(=O)c2cccs2)nc1C
(14) Cc1sc2c(c1C)c(=O)n(-c1ccccc1)c1nncn21
(15) Cc1nnc2ccc(-c3ccc(NS(=O)(=O)c4ccc(Cl)s4)cc3)nn12

Compound	11	12	14	15
BCR signal inh	?	-1%	0%	0%
TSHR antag	-10	-5	-6	-15
ELG1 DNA repair	-8%	?	?	?
PTAP TSG101 blk	-4%	-8%	-3%	-1%
TCR activator	5%	0%	0%	nt
ASM inhibitor	-3%	-1%	2%	-5%
Eya2 inh	5%	-2%	-11%	-17%
Mito fusion act	2%	2%	-1%	11%
Integrin act MD	8%	-9%	9%[7.66 µM]	39%
A-T KAP1 phos	11%	-1%	-1%	4%
Tb PFK inh	11%	6%	1%	1%

# Next compounds.
(21) CCOc1ccc(C(=O)Nc2cccc(NC(=O)c3cccs3)c2)cc1[N+](=O)[O-]
(22) CCCN1C(=O)c2ccc(C(=O)NC3CCCCC3)cc2C1=O
(23) O=C(COC(=O)c1c2c(nc3ccccc13)CCN(Cc1ccccc1)C2)Nc1c(F)cccc1F
(24) CC1(C)NC(=O)N(CC(=O)OCC(=O)c2ccc(Br)s2)C1=O
(25) CC(C)OCCCNC(=O)c1ccccc1Oc1ccccc1

Compound	21	22	23	24	25
BCR signal inh	?	4%	?	1%	0%
TSHR antag	-3	-1	13	40	6
ELG1 DNA repair	?	23%	5.8µM*	0%	1%
PTAP TSG101 blk	-3%	-8%	3%	-2%	-7%
TCR activator	-5%[46.1 µM]	-6%	-2%[46.1 µM]	-4%	nt
ASM inhibitor	-20%	0%	3%	3%	3%
Eya2 inh	-2%	-24%	4%	-1%	-6%
Mito fusion act	8%	0%	5%	nt	5%
Integrin act MD	9%	11%	-22%	0%	-16%[7.66 µM]
A-T KAP1 phos	-3%	-3%	13%	-3%	nt
Tb PFK inh	0%	-7%	2%	0%	4%

(26) O=S(=O)(/C=C/c1ccccc1)N1CCN(c2nc(-c3cccnc3)nc3ccccc23)CC1
(27) CCCCOC(=O)c1cccc(NC(=O)CCC(=O)O)c1
(28) Cc1ccc(-n2cc(CNCCCN3CCCC3=O)c(-c3ccc(F)cc3)n2)cc1
(29) O=C(CN1CCCC1c1cccs1)N1CCN(S(=O)(=O)c2cccc(F)c2)CC1 (centres undefined)
(30) CCOC(=O)[C@H]1[C@H]2COc3ccc(Br)cc3[C@@H]2N2C(=O)CN(Cc3ccc(OC)cc3)C(=O)[C@@]12C
(31) CS(=O)(=O)Nc1nc2n(n1)C(c1ccccc1)C=C(c1ccc(Br)cc1)N2 (centres undefined)

Compound	26	27	28	29	30	31
BCR signal inh	-1%	1%	-3%	1%	-2%	-3%
TSHR antag	-6	-5	17	6	9	-12
ELG1 DNA repair	?	-11%	-2%	7%	-20%	4%
PTAP TSG101 blk	9%	0%	-1%	-7%	nt	?
TCR activator	0%	-3%	nt	-4%	1%	-2%
ASM inhibitor	-3%	0%	-1%	2%	-5%	388%[activator]
Eya2 inh	2%	-1%	-14%	12%	-19%	11%
Mito fusion act	2%	-2%	1%	-1%	21%	-5%
Integrin act MD	12%	12%	-11%	11%	36%	-10%
A-T KAP1 phos	-1%	-6%	-6%	-11%	3%	21%
Tb PFK inh	-1%	-2%	-3%	-6%	0%	-1%

# Screening data deposited in PubChem by National Center for Advancing Translational Sciences (NCATS).

# No enrichment for hits; 3.2% or so of the library scored in one or more.
